SW480 rereplic: DNA re-replication induction in SW480 cells; SW480 DNA re-replication, Hoechst DNA content imaging, 48 h; Potency, µM (titrated, usually from 46.1 µM), without a hit: top-dose re-replication activation, actives largely listed as activators; 1.8% of 340,000 active; AID 624297; also: % of control where 0% means no effect; nearly all actives have a fitted effect of over 55% in size
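DNA re-replication was detected as more nuclei of elevated Hoechst intensity after 48 hr exposure to compound (23 nL pinned per well of 250 cells).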
GLP1R ag: activates the human GLP-1 receptor; P43220; HEK293 GLP-1R CRE-luciferase, luminescence, 4-6 h; cells express a hypersensitive GLP-1R form; Potency, µM (series often up to 45.6 µM), inactives show at the highest dose activation, usual class: activators; 0.007% of 380,000 active; also: % of control where 0% means no effect
Target sequence (P43220 whole entry, looked up): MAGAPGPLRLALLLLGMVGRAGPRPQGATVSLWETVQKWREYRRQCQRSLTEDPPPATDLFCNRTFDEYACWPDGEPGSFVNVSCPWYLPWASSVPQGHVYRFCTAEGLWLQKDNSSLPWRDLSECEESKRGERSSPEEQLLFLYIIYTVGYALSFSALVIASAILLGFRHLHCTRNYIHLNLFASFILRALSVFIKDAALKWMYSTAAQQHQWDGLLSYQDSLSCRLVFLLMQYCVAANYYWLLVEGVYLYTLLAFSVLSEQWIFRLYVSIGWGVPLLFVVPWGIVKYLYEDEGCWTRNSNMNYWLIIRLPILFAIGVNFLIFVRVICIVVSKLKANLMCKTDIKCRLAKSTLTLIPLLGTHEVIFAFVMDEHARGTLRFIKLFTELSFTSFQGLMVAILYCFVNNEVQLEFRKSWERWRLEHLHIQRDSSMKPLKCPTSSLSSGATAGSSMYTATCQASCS
GLP1R cytotox: cytotoxic in the GLP-1 receptor inverse agonist counter-screen; HEK293 cAMP-luciferase reporter cells, luminescence, 24 h; Potency, µM (series often up to 38.3 µM), without a hit: top-dose activity change, negative = inhibition, most hits filed as inhibitors; 0.13% of 410,000 active;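 also: loss of luciferase light is scored as toxicity; % is scaled to controls: 0 for no effect and ±100 for the full control effect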
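Quantitative HTS format, 1536 wells, 200 cells/uL seeded. Compounds: 23 nL, 24 h, 37 °C. Detection: luciferase reagent, luminescence at 12 min RT; decreased signal taken as cytotoxic.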
KB-V1 cytotox: KB-V1 MDR subline cytotoxicity; AID 1347076; KB-V1 MDR cells viability, CellTiter-Glo, 72 h; Potency, µM (titrated, usually from 46.1 µM), for the others: at the highest dose activity change, negative = cytotoxicity, usual class: cytotoxic; 3.4% of 400,000 active; also: % is scaled to controls: 0 for no effect and ±100 for the full control effect; nearly all actives have a fitted effect of over 60% in size
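KB-V1, DMEM (no phenol red) + 10% FBS; cpd pin-transferred, titration series; 72 h, 37 degrees C; CellTiter-Glo, luminescence. Data normalized, curve-fit.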
HT1080 IDH1KD tx: toxicity to HT-1080 IDH1 knockdown cells (counter line); HT-1080 IDH1 knockdown viability, ATP luminescence, 48 h; Potency, µM (top dose mostly 46.1 µM), inactives show top-dose activity, negative = toxicity, usual class: cytotoxic; 2% of 360,000 active;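 also: 0% = DMSO wells and -100% = cell-free medium wells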
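Viability of IDH1-knockdown HT-1080 fibrosarcoma cells was assessed by CellTiter-Glo after 48 h at 37 °C with titrated compound; concentration-effect curves were classified by fit quality and response size.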
KB-3-1 cytotox: kills parental KB-3-1 adenocarcinoma cells. KB-3-1 viability, CellTiter-Glo ATP luminescence, 72 h. Potency, µM (highest dose often 46.1 µM), without a hit: at the top dose activity change, negative = cytotoxic, most hits filed as cytotoxic. 1.4% of 400,000 active. AID 1347075; also: % is scaled to controls: 0 for no effect and ±100 for the full control effect; nearly all actives have a fitted effect of over 60% in size
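Screening of KB-3-1 cells (DMEM, 10% FBS, phenol-red free) ran from lowest to highest compound concentration; after 72 h at 37 °C viability was read luminescently and curves fitted.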
GLP1R inv ag: inverse agonists of human GLP-1 receptor; HEK293 GLP-1R CRE-luciferase, luminescence, 24 h; GLP-1R form is constitutively active; Potency, µM (highest dose often 38.3 µM), for inactives: at the top dose activity change, negative = inhibition, actives largely listed as inhibitors; 1.6% of 410,000 active; AID 624417; also: % is scaled to controls: 0 for no effect and ±100 for the full control effect; nearly all actives have a fitted effect of over 55% in size
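qHTS in 1536-well format: reporter HEK293 cells expressing constitutive GLP-1R activity in DMEM + 10% Nu serum, 24 hr with compounds at 37 deg C, luminescence read after 12 min with detection reagent.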
HT1080-NT tox: kills 2HG-producing HT-1080-NT fibrosarcoma cells | HT-1080-NT fibrosarcoma viability, CellTiter-Glo ATP luminescence, 48 h | Potency, µM (highest dose often 46.1 µM), inactives show top-dose activity, negative = less viability, hits mostly cytotoxic | 1.6% of 360,000 active | AID 686970;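 also: NT is the 2HG producing partner of a matched IDH1 knockdown line; 0% = DMSO-treated cells and -100% = media-only wells without cells; nearly all actives have a fitted effect of over 55% in size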
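Luminescent CellTiter-Glo readout after 48 hours of compound exposure at 37 degrees C defined viability of HT-1080-NT cells. Activity was normalized to DMSO wells and cell-free media wells; concentration-response curves were fitted and assigned curve classes.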
TDP43 rescue: TDP-43 toxicity inhibition in yeast | 1.8% of 410,000 active | Potency, µM (doses to about 46.1 µM), without a hit: top-dose growth rescue (activation), hits mostly activators | TDP-43 expressing yeast growth rescue, BacTiter-Glo, 24 h; also: % of control where 0% means no effect; nearly all actives have a fitted effect of over 50% in size
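In this qHTS, compounds that restore growth of yeast expressing TDP-43 appear as activators. Cells (OD600=0.02, galactose medium, raffinose-pregrown) are incubated with compound 24 hr at 30 deg C and growth is quantified by BacTiter-Glo.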
* = called active by the depositor; u = inconclusive; x = not tested or not shown; [ ] = another dose, or the depositor's remark. Calls follow the shape of the dose curve; as a rule, active = well fitted curve in the direction sought with a large enough effect; inconclusive = small, poorly fitted or top-dose-only effect, or another doubt; inactive = no such curve, though single readings can be large; an effect the other way counts as inactive or inconclusive. Potency is read from the fitted curve at half-maximal effect. Only part of the results is shown; rates above refer to the full screens.

SMILES | SW480 rereplic | GLP1R ag | GLP1R cytotox | KB-V1 cytotox | HT1080 IDH1KD tx | KB-3-1 cytotox | GLP1R inv ag | HT1080-NT tox | TDP43 rescue
COc1cc2c(cc1OC)C(C)NCC2 (stereo unspecified) | -30.3%[inhibitor] | 0.5% | -0.1% | 13.4% | 13.0% | -5.2% | -7.4% | 25.9% | 12.8%
CC(C)Cn1c(=O)c(C(=O)Nc2ccccc2S(N)(=O)=O)c(O)c2ccccc21 | 15.3% | -2.3% | u | -3.6% | u | 4.0% | -15.0% | u | -19.8%
COc1c(C)cc(C(=O)C2CCCN(Cc3cccc(O)c3)C2)cc1C (stereo unspecified) | -16.1% | 9.7% | -4.9% | -16.4% | -1.1% | 2.1% | u | -2.2% | 12.5%
Cc1ccc2nc(NC(=O)c3cccn(Cc4ccccc4F)c3=O)sc2c1 | x | -1.5% | -1.3% | 0.0% | x | 18.4% | 4.2% | x | 34.3%
C=C1C(=O)OC2CC3(C)OC3CCC(C)=CC(OC(C)=O)C12 (stereo unspecified) | 3.7% | -3.9% | u | -22.3% | 14.6µM* | u | u | -17.2% | u
O=Cc1cn(Cc2cccc(F)c2)c2ccccc12 | u | -4.4% | -39.7% | 0.0% | -11.8% | u | u | -13.9% | 15.6%
CC(C)OP(=O)(OC(C)C)C(Nc1ccc([N+](=O)[O-])cc1)c1cccc([N+](=O)[O-])c1 (stereo unspecified) | -9.7% | 2.0% | -27.3% | -6.5% | u | -2.2% | u | -16.6% | 6.2%
CCOC(=O)c1cc2c(cn1)[C@@H](CCO)NC2 | 0.8% | -9.1% | 2.0% | 0.0% | -0.6% | u | 14.3% | -2.3% | -19.4%
COC(=O)C1=C(c2ccccc2)C[C@@H]2CC[C@H]1N2C(=O)N1CCCCC1 | -4.8% | -0.4% | -7.6% | -2.5% | -2.6% | -8.2% | -28.0% | 0.1% | 0.0%
O=[N+]([O-])c1cccc2c([N+](=O)[O-])cccc12 | -3.4% | -0.8% | 3.1% | 0.8% | 16.2% | -0.3% | 4.1% | -1.3% | 0.0%
COc1cc(C(=S)N2CCOCC2)cc(OC)c1OC(=O)Cc1ccccc1 | -0.5% | 5.8% | 1.4% | -5.6% | 11.8% | -1.6% | -20.8% | 6.5% | -0.1%
CC[C@H]1OC(=O)C[C@@H](O)[C@H](C)[C@@H](O[C@@H]2O[C@H](C)[C@@H](O[C@H]3C[C@@](C)(O)[C@@H](O)[C@H](C)O3)[C@H](N(C)C)[C@H]2O)[C@@H](CC=O)C[C@@H](C)C(=O)/C=C/C(C)=C/[C@@H]1CO[C@@H]1O[C@H](C)[C@@H](O)[C@@H](OC)[C@H]1OC | 3.1% | 3.3% | -5.9% | 10.3% | -6.3% | 0.0% | -5.9% | 7.4% | 16.0%
O=c1[nH]c(=O)n(CCc2ccc(F)cc2)c(O)c1C=NCCCn1ccnc1 | -3.0% | -0.9% | -14.2% | 11.2% | -2.0% | 10.0% | -25.0% | -3.0% | 0.0%
COC(=O)C1=C(c2cccc(C#N)c2)C[C@@H]2CC[C@H]1N2C(=O)N1CCC(O)CC1 | -8.0% | 4.0% | 5.8% | 15.6% | 12.5% | 19.7% | -5.5% | 12.1% | 1.1%
NC(N)=N/N=C/c1cn(-c2ccccc2)nc1-c1cccs1 | -18.5% | -2.9% | u | u | -13.0% | -0.9% | u | -29.5% | 11.0%
Cc1ccccc1-n1c(C)cc(/C=C2/C(=O)NC(=O)N(Cc3ccco3)C2=O)c1C | 2.5% | -2.7% | 1.1% | -11.2% | -8.3% | -0.1% | -17.0% | -1.9% | -5.3%
CN1C(=O)C(=Cc2ccc(N3CCCCCC3)cc2)C(=O)N(C)C1=O | -77.4%[inhibitor] | 4.2% | u | 13.4% | 17.4% | 1.0% | -26.8% | 14.8% | -6.1%
COc1ccc(-c2[nH]ncc2CNC(C)Cc2ccsc2)c(F)c1 (stereo unspecified) | -0.9% | 5.0% | -1.9% | 0.0% | -1.1% | 0.3% | -29.1% | -4.3% | 13.4%
CCOP(=O)(OCC)C1(O)C(=O)Nc2ccc(Br)cc21 (stereo unspecified) | -4.7% | -10.4% | -0.4% | -28.0% | 0.8% | 1.3% | 10.2% | 0.8% | 8.8%
O=C(CF)NC(Nc1cccc2cccnc12)C(Cl)(Cl)Cl (stereo unspecified) | -23.7% | 2.1% | 1.4% | -18.1% | -9.8% | -19.7% | 10µM* | -5.1% | u
O=C1NC(=O)N(c2cccc(Cl)c2)C(=O)/C1=C\c1ccc(Sc2nc3ccccc3[nH]2)o1 | -4.2% | -32.6%[inhibitor] | 16.9% | 4.8% | 0.3% | -7.0% | 1.5% | -3.2% | 0.0%
COC(=O)C1=C(c2ccccc2OCc2ccccc2)C[C@@H]2CC[C@H]1N2C(=O)NCc1ccc(OC)c(OC)c1 | -1.6% | 8.2% | -16.9% | 2.6% | -17.5% | -15.6% | -17.2% | -0.6% | 28.8%
O=c1[nH]c(=S)n(Cc2ccc(F)cc2)c(O)c1C=NCc1cccnc1 | -16.3% | -1.1% | -24.9% | -1.1% | -22.2% | 4.5% | 0.0% | -13.8% | -17.1%
Cc1ccc(NC(=O)N(Cc2ccc3c(c2)OCO3)C2CCN(Cc3ccccc3)CC2)cc1C | x | x | -0.6% | 4.1% | x | -13.6% | u | x | 4.3%
Nc1ccc(Cl)cc1C(=O)c1ccccc1 | -5.0% | 17.5% | -10.6% | 54.2% | -2.0% | 22.6% | u | -0.9% | -2.4%[0.397 µM]
Clc1ccccc1CNCCc1c[nH]c2ccccc12 | x | 15.9% | -13.2% | 0.5% | 3.7% | 0.1% | u | 4.6% | 5.1%
COc1cccc(N=Cc2c(O)n(Cc3ccco3)c(=O)[nH]c2=O)c1 | 10.2% | -1.2% | -7.8% | -6.1% | u | 13.6% | -11.2% | -26.3% | 11.4%
COC(=O)C1=C(c2ccc(OC(F)(F)F)cc2)C[C@@H]2CC[C@H]1N2C(=O)NCCOc1ccccc1Cl | 13.2% | 3.8% | -0.2% | u | -14.6% | u | -0.5% | -27.4% | 28.2µM*
O=C(Nc1ccc2c(c1)OCO2)c1cccn(Cc2ccccc2)c1=O | x | x | 3.2% | 5.1% | x | 5.7% | 9.2% | x | u
CCC(=NCc1ccco1)c1c(O)n(-c2ccccc2C)c(=O)[nH]c1=O | u | 10.1% | -5.4% | -15.3% | -1.5% | -3.2% | 4.8% | -1.0% | -17.6%
Cc1cc2cc(CNC(=O)Nc3ccc(Cl)c(Cl)c3)ccc2n1C | -10.8% | -1.7% | -10.9% | 7.4% | -8.1% | 0.3% | u | 4.2% | 0.0%
CCCCn1c(O)c(C(C)=NCCN2CCOCC2)c(=O)[nH]c1=O | -11.2% | -17.0% | 4.2% | -8.0% | -6.7% | 18.6% | 0.0% | 2.8% | -4.0%
COc1cc(C2c3cc4c(cc3OC(C)(N3CCCC3)C2C)OCO4)cc(OC)c1OC (stereo unspecified) | 5.17µM* | -2.9% | u | 2.59µM* | u | 1.46µM* | u | u | 15.8%
CS(=O)(=O)n1nc(-c2ccccc2)nc1N | -0.3% | 2.5% | u | 2.2% | -7.2% | -5.2% | 13.4% | 0.9% | 0.9%
CCOP(=O)(OCC)C(NC(=O)C(C)C)C(Cl)(Cl)Cl (stereo unspecified) | -6.1% | 0.7% | -2.5% | 14.0% | 13.5% | -2.1% | 9.6% | 10.4% | -13.1%
CCOP(=S)(OCC)N1CC1 | -5.7% | -5.8% | 15.3% | 64.5% | -1.4% | -5.4% | 10.8% | -2.1% | u
CC(C(=O)Nc1ccc(Br)cc1C(=O)c1ccccc1)N1CCOCC1 (stereo unspecified) | 1.3% | 0.5% | -7.5% | -26.1% | -1.5% | -11.7% | u | -4.0% | -15.2%
CCC(C)c1ccc(N2C(=O)NC(=O)/C(=C/c3cccn3CCOc3ccc(C)cc3)C2=O)cc1 (stereo unspecified) | 17.0% | -2.3% | -13.6% | -9.9% | -23.9% | -20.6% | 4.4% | u | 15.5%
COC(=O)C1=C(c2ccc(F)cc2OCc2ccccc2)C[C@@H]2CC[C@H]1N2C(=O)NCc1ccc(F)cc1 | 0.517µM* | 2.5% | u | -10.2% | -10.3% | u | u | -18.2% | u
Cc1cccc(Nc2nc(N)c([N+](=O)[O-])c(NCc3ccccc3)n2)c1 | u | u | u | 18.4µM* | 16.4µM* | 3.6% | u | u | u

Exported in CSV form: part of the list above
Compound,SW480 rereplic,GLP1R ag,GLP1R cytotox,KB-V1 cytotox,HT1080 IDH1KD tx,KB-3-1 cytotox,GLP1R inv ag,HT1080-NT tox,TDP43 rescue
Clc1ccccc1CNCCc1c[nH]c2ccccc12,x,15.9%,-13.2%,0.5%,3.7%,0.1%,u,4.6%,5.1%
COc1cccc(N=Cc2c(O)n(Cc3ccco3)c(=O)[nH]c2=O)c1,10.2%,-1.2%,-7.8%,-6.1%,u,13.6%,-11.2%,-26.3%,11.4%
COC(=O)C1=C(c2ccc(OC(F)(F)F)cc2)C[C@@H]2CC[C@H]1N2C(=O)NCCOc1ccccc1Cl,13.2%,3.8%,-0.2%,u,-14.6%,u,-0.5%,-27.4%,28.2µM*

The listing continues.
SMILES | SW480 rereplic | GLP1R ag | GLP1R cytotox | KB-V1 cytotox | HT1080 IDH1KD tx | KB-3-1 cytotox | GLP1R inv ag | HT1080-NT tox | TDP43 rescue
CCc1c(C2(O)CCCCC2)[nH]c2ccc(C(F)(F)F)cc12 | -0.9% | 8.3% | u | -16.5% | -11.9% | u | 2.24µM* | u | u
Cc1ccc(NC(=O)COc2ccc(-c3nn(C)c(=O)c4ccccc34)cc2)cc1 | x | -0.1% | 6.5% | -4.0% | x | u | 5.7% | x | u
ClCCN(CCCl)c1ccc(C2=NCCc3ccccc32)cc1 | 6.1% | -3.1% | u | u | 13.9% | -7.9% | u | 2.4% | 10.8%
O=C(COc1ccccc1)Nc1ccc(Cl)cc1C(=O)c1ccccc1 | 2.7% | 6.9% | 14.1% | -6.9% | -2.3% | 3.9% | -2.4% | 14.6% | -8.4%
O=S(=O)(Nc1cccc2cccnc12)c1ccccc1 | 23.1µM* | 9.2% | 65.9%[activator] | u | 23.1µM* | u | u | 25.9µM* | u
